Gli-Sufu antag – Gli-Sufu pathway antagonists, primary screen, luciferase luminescence, Sufu-KO-LIGHT cells, uHTS; inhibition, % at 5 µM; Sufu-KO-LIGHT fibroblasts, Gli luciferase reporter luminescence; hit rate 0.74% among 340,000;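 active = inhibition above about 55%, limit read from the data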;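 note: 0% = DMSO-treated cells and 100% = wells with medium but no cells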
697 NFkB inh – inhibitors of PMA/ionomycin-induced NF-kB reporter, 697 cells, primary screen, B-cell NF-kB inhibitor project, cell-based, luminescence, uHTS | 697 B-cell NF-kB luciferase reporter, 16 h | inhibition, % at 4 µM | hit rate 0.33% among 330,000 | AID 435022, 2010; in the data active = inhibition above about 35%
SENP7 block – SENP7 protease inhibitors, primary screen, biochemical, luminescence, uHTS. Sentrin-specific protease 7 (Homo sapiens), Q9BQF6. recombinant SENP7, Z-RLRGG-aminoluciferin luminescence, 40 min. inhibition, % at 5 µM. hit rate 1.5% among 330,000. AID 434973, 2010;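 active = inhibition above about 50% at the single test dose, limit read from the data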;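 note: plate controls were DMSO with enzyme for no effect and no enzyme buffer wells for full effect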
UBC13 polyUb – UBC13 polyubiquitin chain formation inhibitors, primary screen, biochemical, TR-FRET, uHTS; Ubiquitin-conjugating enzyme E2 N (Homo sapiens), P61088; AID 485273, 2010; hit rate 0.47% among 330,000; inhibition, % at 20 µM; in the data active = inhibition above about 45%, passing the limit was not always enough; inconclusive = no clear call, values can overlap the other calls
Apaf1 inhib – inhibitors of human Apaf-1 apoptosome, primary screen, biochemical, DEVD-Rh110 fluorescence, uHTS; hit rate 0.71% among 330,000; reconstituted apoptosome caspase-3 activity; AID 489030, 2010; inhibition, % at 20 µM; active = inhibition of at least 40% at 20 µM;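 note: plate controls were DMSO wells for no effect and DEVD-CHO caspase inhibitor wells for full effect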
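Medium: Hepes buffer, pH 7.5 / System: biochemical Apaf-1 apoptosome reconstitution / Measured by: Rh110 fluorescence, excitation 480 nm, emission 540 nm / Times: compound with Apaf-1, dATP, procaspase-3 30 min, then 50 min reaction, room temperature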
HKDC1 inh – HKDC1 hexokinase inhibitors, primary screen, biochemical, fluorescence, uHTS. recombinant HKDC1, G6PDH/diaphorase resazurin coupled fluorescence. hit rate 0.16% among 340,000. inhibition, % at 20 µM;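 active = inhibition above about 35% when tested at 20 µM, limit read from the data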;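 note: plate controls were DMSO wells with enzyme for no effect and DMSO wells lacking enzyme for full effect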
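Test system: HK5 enzyme. Quantity: 5 µg/mL HK5 final. Reagent: glucose and ATP substrates. Schedule: 90 min reaction incubation at room temperature, dark. Technique: resazurin-to-resorufin fluorescence via G6PDH and diaphorase coupling, 525/613 nm. Control set: DMSO wells with and without enzyme mix.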
SENP8 inh – SENP8 protease inhibitors, primary screen, biochemical, luminescence; purified SENP8, Z-RLRGG-aminoluciferin cleavage; Sentrin-specific protease 8 (Homo sapiens), Q96LD8; inhibition, % at 10 µM; AID 2540, 2010; hit rate 1.2% among 330,000
Jurkat NFkB inh – inhibitors of induced NF-kB luciferase reporter, primary screen, TCR NF-kB activation inhibitor project, cell-based, luminescence, uHTS. hit rate 0.53% among 330,000. Jurkat, PMA/ionomycin-induced NF-kB luciferase reporter. inhibition, % at 4 µM. AID 435003, 2010
The depositor's hits bear a star; u = inconclusive; x = no result given. Cut-off read from the data, not from the text of the source, unless noted: active = inhibition above about 50%; inactive = the rest.

canonical_smiles	Apaf1 inhib	HKDC1 inh	SENP8 inh	Gli-Sufu antag	SENP7 block	697 NFkB inh	Jurkat NFkB inh	UBC13 polyUb
Cc1cc(C)c(C(=O)C(C)OC(=O)C2=COCCO2)cc1C (configuration not stated)	-1	0	-1	1	-2	-2	16	2
CCOC(=O)c1cccc(NC(=O)COc2nsnc2N2CCOCC2)c1	-1	-2	-16	-10	-8	-9	-9	-4
O=C(CCC1CCCCC1)NCCN1C2=NC[C@H](Cc3ccc(O)cc3)N2C[C@H]1Cc1ccc(O)cc1	20	-5	4	6	0	21	-2	8
O=C(Nc1ccc(Cl)c([N+](=O)[O-])c1)c1ccncc1	-6	-6	-8	3	-1	5	-1	24
Cc1nc2sc(C)c(C)c2c(=O)o1	4	0	-7	-4	-4	-1	8	-14
Cc1ccc(C)c(NC(=O)c2ccc(N(C)S(C)(=O)=O)cc2)c1	-11	-3	2	3	9	-3	-17	-5
Cc1ccc(Cn2cnc3c(cnn3C(C)(C)C)c2=O)cc1	6	-8	-7	0	-7	-11	3	-4
COc1ccc(C(=O)c2c(-c3ccsc3)oc3ccc(-c4ccc(OC)cc4)cc23)cc1	-7	-4	-8	13	0	0	12	6
Cc1ccc(CN2CCN(Cc3ccccc3-c3ccco3)CC2CCO)o1 (configuration not stated)	-4	-6	5	-16	4	7	-2	1
CC(=O)NC(Cc1ccccc1)C(=O)N1CCN(C(=O)c2cccs2)CC1 (configuration not stated)	3	-8	2	2	-1	13	9	2
Cc1nnc(SCC(=O)NNC(=O)c2ccc(Br)cc2)n1C	9	-8	-10	0	-9	11	-2	3
CCC(C)[C@H](NC(=O)C1CCC(CNC(=O)[C@@H]2CCCN2C(=O)OC(C)(C)C)CC1)C(=O)O (some centres not stated)	-4	-1	5	-21	6	14	-16	2
Cc1cc(C(=O)COC(=O)CNC(=O)c2ccco2)c(C)n1Cc1ccco1	7	-8	-7	-4	3	-9	-11	-10
CCC(C)c1ccccc1NC(=O)COC(=O)C1=NN(c2ccccc2)C(=O)CC1 (configuration not stated)	12	-8	-6	2	-2	-21	-8	-13
COC1OC(CO)C(O)C(O)C1O (configuration not stated)	-8	-1	-2	14	1	15	4	5
Cc1ccc(OCCC(=O)OCC(=O)N2c3ccccc3NC(=O)C2(C)C)cc1	13	1	-8	-4	-3	18	16	2
COc1cc([N+](=O)[O-])cc(CN2CCCCC2)c1O	-26	-5	-5	9	3	28	6	-5
COCCNC(=O)CSc1ccccc1C(=O)O	2	-10	0	-10	-6	6	-8	-2
CN1C[C@@H]2C[C@@H](C3=Cc4cc(Cl)ccc4OC3)N3CCC[C@@]23C1=O	-2	-5	2	x	-7	9	-2	4
CC1CCC(NC(=O)COC(=O)CCC(=O)c2ccc(Cl)s2)CC1 (configuration not stated)	4	-2	-3	1	6	-13	-1	-5
Cc1ccc(O)c(CO)n1	1	-7	-5	-4	-1	4	2	-2
COc1cc2c(cc1OC)CN(C(=O)CCc1c[nH]c3ccccc13)[C@H](C(=O)O)C2	4	-4	-3	5	-1	11	3	6
Cc1cc(C)c(NC(=O)C2CCCN2CCOC(=O)c2ccccc2)c(C)c1 (configuration not stated)	0	0	-6	3	0	-1	8	12
CCCc1nnc(NC(=O)CCC(=O)N2CCCCC2)s1	-2	-5	6	5	0	-6	4	1
COc1ccc2c(C)cc(N3CCN(c4ccc(F)cc4)CC3)nc2c1	7	-6	-4	4	-11	-29	-1	-6
CCn1ncc(C2=NOC(C(=O)Nc3cc(OC)c(Cl)cc3OC)C2)c1C (configuration not stated)	1	-12	8	2	3	-2	1	1
Cc1cc(C(=O)OCC(=O)NCCCN2CCCC2=O)c2ccccc2n1	0	-2	-11	-1	-10	-11	-16	2
CCOC(=O)C(NC(=O)Nc1ccc(Cl)cn1)(Oc1ccccc1)C(F)(F)F (configuration not stated)	-4	-6	-2	-2	1	6	10	2
CCOCc1nnc(NC(=O)c2cc(Cl)ccc2OC)s1	15	-2	-8	3	-6	-30	-4	-4
CCOC(=O)N1CCC(Nc2c(Nc3cccc(CC)c3)c(=O)c2=O)CC1	24	10	-9	7	-2	22	11	-9
COCCn1c(SCC(=O)c2ccccc2)nc2c(c1=O)SCC2	-7	-5	-7	26	4	15	12	22
CCC(C)[C@@H](C(=O)Nc1ccc(OC)c(OC)c1)N1Cc2ccccc2C1=O (some centres not stated)	14	7	-1	2	2	2	-4	-2
CCOC(=O)c1c(CSc2ccccc2)n(C)c2cc(Br)c(OC)c(O)c12	0	-2	5	21	7	-22	-6	-6
CC(=O)Nc1ccc(S(=O)(=O)Nc2cccc(N(C)S(C)(=O)=O)c2)cc1	-11	-8	-7	4	11	-6	-9	-2
CC/C=C(\NC(C)=O)c1ccccc1	-7	-1	0	-9	-1	17	-1	5
COc1cccc(-c2cc(C(=O)NN3CCOCC3)c3ccccc3n2)c1	6	-12	-3	-1	4	-32	-6	-5
CCc1c(O)nc(SCc2ccc(F)cc2)[nH]c1=O	-4	-3	3	25	10	12	2	2
CCOc1ccc(S(=O)(=O)N2CCCCC2)cc1NC(=O)c1cccnc1OCC	4	2	1	56*	4	20	-4	u
COc1ccc(/C=C/C(=O)NC(=S)Nc2ccc(S(=O)(=O)Nc3nccnc3OC)cc2)cc1	17	3	-6	9	-4	-33	-14	-38
CNC(=S)NCCc1c[nH]c2ccc(OC)cc12	2	-7	3	-1	1	23	0	10
CCCc1c(O)nc(SCc2ccccc2)[nH]c1=O	4	5	-8	-3	-3	1	-16	-1
COc1ccccc1CNS(=O)(=O)c1ccc2c(c1)CCCN2C(C)=O	2	-4	-2	11	-2	0	7	9
O=C(NCC1CCCO1)c1ccc(CNS(=O)(=O)c2ccc(F)c(Cl)c2)cc1 (configuration not stated)	-5	-6	10	-6	9	3	-9	0
CC(NC(=O)CN1CCN(c2ncccn2)CC1)c1ccc(F)cc1 (configuration not stated)	-7	-5	8	-13	2	17	9	1
CCOC(=O)C1CCCN(C(=O)C(C)(C)Oc2ccc(Cl)cc2)C1 (configuration not stated)	17	-4	-2	5	-8	20	-10	-3
CN(C)c1ccc(NC(=O)Nc2ccc3c(c2)nnn3C)cc1	-15	-3	-2	5	0	-26	-32	4
CC(Nc1ccnc2cc(Cl)ccc12)c1ccc(S(N)(=O)=O)cc1 (configuration not stated)	3	3	0	-7	4	3	-4	5
CSc1ccccc1COC(=O)Nc1ccccc1C	4	-10	0	-12	1	-3	-3	-2

Reformatted as labelled records: part of the list above
Structure: CNC(=S)NCCc1c[nH]c2ccc(OC)cc12
  Apaf1 inhib = 2; HKDC1 inh = -7; SENP8 inh = 3; Gli-Sufu antag = -1; SENP7 block = 1; 697 NFkB inh = 23; Jurkat NFkB inh = 0; UBC13 polyUb = 10
Structure: CCOc1ccc(S(=O)(=O)N2CCCCC2)cc1NC(=O)c1cccnc1OCC
  Apaf1 inhib = 4; HKDC1 inh = 2; SENP8 inh = 1; Gli-Sufu antag = 56*; SENP7 block = 4; 697 NFkB inh = 20; Jurkat NFkB inh = -4; UBC13 polyUb = u
Structure: CCCc1c(O)nc(SCc2ccccc2)[nH]c1=O
  Apaf1 inhib = 4; HKDC1 inh = 5; SENP8 inh = -8; Gli-Sufu antag = -3; SENP7 block = -3; 697 NFkB inh = 1; Jurkat NFkB inh = -16; UBC13 polyUb = -1

Later entries:
canonical_smiles	Apaf1 inhib	HKDC1 inh	SENP8 inh	Gli-Sufu antag	SENP7 block	697 NFkB inh	Jurkat NFkB inh	UBC13 polyUb
CSC1=NCCN1C(=O)c1ccc(S(=O)(=O)N2CCCCC2)cc1	-9	1	7	-14	0	10	0	-3
CN=Cc1nc(-c2ccccc2)oc1O	8	-6	-4	4	17	-80	-73	-16
COc1ccc(/C(C)=N/NC(=O)CNC(=O)/C=C\c2ccccc2OC)c(OC)c1	7	-6	-4	6	9	-7	5	-6
CC(O)CC(C(=O)NNc1ccccc1)C(=O)NNc1ccccc1 (configuration not stated)	3	-3	0	-5	0	-4	-14	-3
Cc1ccc(-n2[nH]c(C)c(/C=N/n3c(C)nc4ccccc4c3=O)c2=O)cc1	0	-5	-5	19	1	-7	-8	-18
COC(=O)c1cc(NS(=O)(=O)c2ccc(N3CCCCC3)c([N+](=O)[O-])c2)cc(C(=O)OC)c1	9	16	4	3	-1	24	20	-8
O=C(Nc1ccc(Oc2ccccc2)nc1)C1CCCCN1Cc1ccc(O)cc1 (configuration not stated)	-6	x	0	x	0	-13	3	1
CCOC(=O)c1[nH]c(C)c(C(=O)N2CCN(C(=O)OCC)CC2)c1CC	-5	-9	7	-27	-2	0	10	3
COc1ccc(/C=C/C(=O)Nc2cccc(C(C)=O)c2)cc1	-2	-2	18	-51	34	-59	-49	-8
COc1cccc(CNS(=O)(=O)c2ccc(-n3cnnn3)c(C)c2)c1	1	-4	2	-12	3	-4	11	1
COc1ccc(OC)cc1	-10	-4	5	-3	1	16	-5	4
CCOC(=O)Cn1nc(C)c(NC(=O)COc2ccc(F)cc2F)c1C	-18	x	0	x	-8	-4	-1	16

Reprinted at random: 2 compounds from above, in no set order.
canonical_smiles	Apaf1 inhib	HKDC1 inh	SENP8 inh	Gli-Sufu antag	SENP7 block	697 NFkB inh	Jurkat NFkB inh	UBC13 polyUb
CSC1=NCCN1C(=O)c1ccc(S(=O)(=O)N2CCCCC2)cc1	-9	1	7	-14	0	10	0	-3
Cc1ccc(-n2[nH]c(C)c(/C=N/n3c(C)nc4ccccc4c3=O)c2=O)cc1	0	-5	-5	19	1	-7	-8	-18

(next part)
canonical_smiles	Apaf1 inhib	HKDC1 inh	SENP8 inh	Gli-Sufu antag	SENP7 block	697 NFkB inh	Jurkat NFkB inh	UBC13 polyUb
COc1ccc2ccccc2c1/C=N/NC(=S)NCCN1CCOCC1	-7	-6	-2	-5	10	-2	-1	-2
CC(C)NC(=O)CSc1nccc(-c2cccs2)n1	-19	-1	-3	-3	3	-2	-13	-3
CCOC(=O)CN1NC2(CCCCCCC2)NC1=S	-1	-2	4	0	11	6	-1	2
CCOC(=O)N1CCC(NC(=O)c2cccnc2SC)CC1	-9	-1	-7	-18	-8	4	-9	-10
Cc1c(C(=O)N2CCOCC2)sc(NC(=O)Cc2ccccc2)c1C#N	-20	-4	1	8	-4	6	-13	14

High-throughput results as filed in PubChem.
